# GLP1R inv ag – inverse agonists of human GLP-1 receptor | Potency, µM (highest dose often 38.3 µM), inactives show at the highest dose activity change, negative = inhibition, most hits filed as inhibitors | HEK293 GLP-1R CRE-luciferase, luminescence, 24 h; GLP-1R form is constitutively active | P43220 | 1.6% of 410,000 active; also: potency is read from the fitted curve at half-maximal effect; % is scaled to controls: 0 for no effect and ±100 for the full control effect; nearly all actives have a fitted effect of over 55% in size
#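 Assay principle: reduced luminescence from a cAMP-responsive reporter in HEK293 cells co-expressing a constitutively active GLP-1R. Conditions: 24 hr compound incubation, 37 deg C, 5% CO2.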
# PI5P4K alpha inh – inhibitors of human PI5P4K alpha. PI5P4Kalpha enzyme, ADP-Glo luminescence, 60 min; stronger effect = lower value. 1.2% of 330,000 active. AID 652105. max response, %. P48426; active = max response of -50% or lower; inconclusive = between -30% and -50%; inactive = -30% or higher; also: value at the top dose of about 77 µM; % is scaled to controls: 0 for no effect and ±100 for the full control effect
# Target sequence (P48426 whole entry, looked up): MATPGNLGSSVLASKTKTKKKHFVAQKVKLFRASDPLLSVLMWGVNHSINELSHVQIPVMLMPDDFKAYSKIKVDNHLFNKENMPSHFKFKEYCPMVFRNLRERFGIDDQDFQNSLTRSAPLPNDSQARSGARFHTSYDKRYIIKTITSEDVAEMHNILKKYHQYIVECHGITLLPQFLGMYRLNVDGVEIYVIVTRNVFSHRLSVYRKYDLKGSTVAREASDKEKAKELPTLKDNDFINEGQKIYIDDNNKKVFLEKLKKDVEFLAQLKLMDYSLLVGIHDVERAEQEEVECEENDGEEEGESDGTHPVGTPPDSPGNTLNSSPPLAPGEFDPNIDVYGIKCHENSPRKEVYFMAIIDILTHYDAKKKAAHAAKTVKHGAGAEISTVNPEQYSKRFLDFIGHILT
#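 Single end-point luminescence (ADP-Glo) quantified ADP from PI5P4Kalpha turnover; ATP 5 microM final, 1 h at RT, 0.1% CHAPS and 0.28 mM EGTA in HEPES pH 7.4.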
# PLK1 PBD block – blocks phosphopeptide binding to human PLK1 polo-box domain | P53350 | Plk1 PBD binding of FITC phosphopeptide, fluorescence polarization | Potency, µM, inactives show max response, negative = inhibition, most hits filed as inhibitors | 2.8% of 360,000 active | AID 720504; also: potency is read from the fitted curve at half-maximal effect; series mostly up to about 57 µM; % is scaled to controls: 0 for no effect and ±100 for the full control effect; nearly all actives have a fitted effect of over 65% in size
# Target sequence (P53350 whole entry, looked up, the tested form may be a part): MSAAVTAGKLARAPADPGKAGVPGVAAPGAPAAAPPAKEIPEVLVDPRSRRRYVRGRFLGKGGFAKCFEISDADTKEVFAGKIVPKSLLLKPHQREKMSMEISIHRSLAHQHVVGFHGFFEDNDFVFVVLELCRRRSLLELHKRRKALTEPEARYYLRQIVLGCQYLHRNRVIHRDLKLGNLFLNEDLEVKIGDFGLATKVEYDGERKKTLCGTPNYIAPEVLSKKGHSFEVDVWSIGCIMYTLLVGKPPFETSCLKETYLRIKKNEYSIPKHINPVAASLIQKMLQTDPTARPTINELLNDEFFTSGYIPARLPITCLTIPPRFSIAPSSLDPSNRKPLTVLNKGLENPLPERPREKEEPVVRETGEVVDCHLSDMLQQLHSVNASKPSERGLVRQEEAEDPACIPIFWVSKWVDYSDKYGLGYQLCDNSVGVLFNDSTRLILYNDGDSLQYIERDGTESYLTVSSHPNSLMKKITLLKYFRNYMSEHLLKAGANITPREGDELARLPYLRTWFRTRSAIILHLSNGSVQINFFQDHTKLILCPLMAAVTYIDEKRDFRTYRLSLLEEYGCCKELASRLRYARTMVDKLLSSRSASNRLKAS
# HEK293 tox – cytotoxicity in counter-screen for GLP-1R inverse agonists; HEK293 cAMP-luciferase reporter cells, luminescence, 24 h; Potency, µM (titrated, usually from 38.3 µM), without a hit: at the top dose activity change, negative = inhibition, hits mostly inhibitors; 0.13% of 410,000 active; AID 624418;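 also: loss of luciferase light is scored as toxicity; potency is read from the fitted curve at half-maximal effect; % is scaled to controls: 0 for no effect and ±100 for the full control effect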
#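 MLSMR compounds, 24 hr on cells at 37 deg C/5% CO2; luminescence after luciferase reagent (12 min RT). Inhibition counted as the undesired cytotoxic outcome.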
# EPAC1 agonist – EPAC1 (human) agonism. AID 720707. 0.073% of 360,000 active. O95398. Potency, µM (titrated, usually from 154 µM), for inactives: at the highest dose activation, usual class: activators. EPAC1 agonist qHTS, biochemical assay; response scale: 100% = response to 6.5 mM cAMP; also: potency is read from the fitted curve at half-maximal effect; nearly all actives have a fitted effect of over 60% in size
#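 Multi-concentration qHTS readout: loss of Rap1B-bound BODIPY-GDP fluorescence driven by 100 nM EPAC1 with excess GDP (50 uM), monitored kinetically at room temperature; agonist response expressed relative to 6.5 mM cAMP.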
# IL2 activator – activates IL-2 in a cell-based reporter assay | IL-2 activation reporter assay, cell-based qHTS; stimulated with anti-CD3/CD4/CD28 beads; in transgenic mouse T cells | AID 652025 | activation, % (series mostly up to about 46 µM) | 0.065% of 360,000 active; in the data active = activation above about 50%; inconclusive = mostly about 30% to 49%; also: 0% is about no effect
#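 Readout is EGFP and DsRed signal by fluorescent plate cytometry after 18 h at 37 degrees C. Transgenic mouse T cells (750/well) received compound for 60 min before bead stimulation (anti-CD3, anti-CD4, anti-CD28); memory T cells served as non-tolerant control.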
# EPAC1 antagonist – EPAC1 (human) antagonism. O95398. EPAC1 GEF assay, Rap1b-BODIPY-GDP exchange fluorescence. 0.14% of 360,000 active. Potency, µM (top dose mostly 115 µM), inactives show top-dose activity change, negative = inhibition, most hits filed as inhibitors;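 also: potency is read from the fitted curve at half-maximal effect; plate controls were vehicle for no effect and positive control for full effect; nearly all actives have a fitted effect of over 50% in size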
# GLP1R ag – activates the human GLP-1 receptor; Potency, µM (series often up to 45.6 µM), without a hit: top-dose activation, most hits filed as activators; HEK293 GLP-1R CRE-luciferase, luminescence, 4-6 h; cells express a hypersensitive GLP-1R form; 0.007% of 380,000 active; P43220; also: potency is read from the fitted curve at half-maximal effect; % of control where 0% means no effect
# PTHR1 agonist – activates the human parathyroid hormone receptor PTHR1 | Potency, µM (titrated, usually from 115 µM), inactives show at the highest dose activation, most hits filed as activators | Q03431 | 0.075% of 410,000 active | HEK293 GP2 PTHR1 cells, GloSensor cAMP luminescence, 1 h; also: potency is read from the fitted curve at half-maximal effect; nearly all actives have a fitted effect of over 55% in size; some results filed as inactive show a strong effect at the top dose; inactives centre near -15; many of its hits are not listed in these tables
#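 HEK-293-derived GP2 cells expressing PTHR1 and a GloSensor cAMP reporter, 3,000/well, plated overnight, given luciferin plus IBMX (each 0.5 mM as added) for 1 h at 37 °C, then compound for 1 h at 37 °C. Luminescence was read after 15 min at room temperature.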
# Numbers without * were called inactive; i = inactive; ? = inconclusive; nt = no result given; [ ] = dose if it differs, or a comment. Unless noted, calls follow the shape of the dose curve; as a rule, active = well fitted curve in the direction sought with a large enough effect; inconclusive = small, poorly fitted or top-dose-only effect, or another doubt; inactive = no such curve, though single readings can be large; an effect the other way counts as inactive or inconclusive. These rows are one share of the data. The share of hits here may be higher or lower than overall.
SMILES,GLP1R inv ag,PI5P4K alpha inh,PLK1 PBD block,HEK293 tox,EPAC1 agonist,IL2 activator,EPAC1 antagonist,GLP1R ag,PTHR1 agonist
COc1cc2c(cc1OC)C(=O)CC(C)S2 (stereo not given),48%[activator],-8,0%,86%[activator],-13%,-0.2,2%,22%,-21%[57.5 µM]
CN(C)C(CNC(=O)c1ccc2c(=O)n(-c3ccccc3F)c(=S)[nH]c2c1)Cc1ccccc1 (stereo not given),-10%[7.66 µM],3,-1%,4%[7.66 µM],0%,-0.6,-18%,-4%,-25%
CCCCCCCCN1C(=O)[C@H](CC(=O)NCC2CCCCC2)C[C@@]2(C(=O)OC)CCCCC=C12,-16%,12,0%,0%,-13%,-0.9,-8%,-2%,i
COc1ccc(C(C)=O)cc1CC(=O)NCCCn1ccnc1,2%,9,-4%,17%,16%,-3.7,11%,11%,i
CCOC(=O)C1CCC(CN(Cc2ccccc2)S(=O)(=O)c2ccc([N+](=O)[O-])cc2)CC1 (stereo not given),?,2,-1%,-2%,5%,-0.8,-4%,-3%,-3%
CC(=O)Nc1ccc(Oc2cc(N)cc([N+](=O)[O-])c2)cc1,0%,3,2%,-27%,-1%,1.9,0%,-5%,-19%
CCOC(=O)C1=C(C)NC(c2cccs2)C(=O)N1 (stereo not given),17%,-6,-7%,11%,-4%,3.5,22%,1%,-7%
COc1cccc(CC(=O)OC(C)C(=O)NCc2ccc3c(c2)OCO3)c1 (stereo not given),-12%,-6,-3%,-15%,1%,1.8,2%,2%,-7%
CCOc1ccc(NC(=S)N2CCN(CCN3C(=O)c4cccc5cccc(c45)C3=O)CC2)cc1,-15%,-1,-4%,-2%,-2%,-2.5,8%,-9%,i
CC1CC(C)CN(C(=O)COC(=O)c2cccc([N+](=O)[O-])c2)C1 (stereo not given),-2%,-1,6%,-16%,-14%,-2.2,-3%,-4%,-23%
CC(C)n1c(=O)c2ccccc2n1C(=O)c1ccccc1,20%,0,-4%,0%,-4%,-0.4,8%,4%,-5%
CCN(C(=O)CSc1n[nH]c(-c2cccs2)n1)C1CCS(=O)(=O)C1 (stereo not given),-28%,0,-20%,-5%,1%,-1.8,7%,-4%,i
Cc1ccc(/C=C/C(=O)c2nc3ccccc3[nH]2)cc1,?,nt,-2%,3%,2%,-2.1,5%,3%,-51%[inhibitor][57.5 µM]
CCOc1ccccc1N(C)S(=O)(=O)c1ccc2c(c1)CCN2C(=O)CCC(=O)O,24%,0,4%,1%,-7%,-0.2,-14%,-6%,3%
O=C(COC(=O)c1ccc2ncsc2c1)NCc1ccc(Cl)cc1,-2%,-3,-2%,-15%,-15%,-0.3,-1%,9%,i
O=c1[nH]c2cc(Cl)ccc2n1-c1ccccc1,-23%,7,0%,-2%,-1%,-0.5,-14%,7%,-44%[57.5 µM]
Cc1ccc(C)c(C(C)NC(=O)c2ccc(Br)o2)c1 (stereo not given),-25%,2,-20%,2%,4%,-1.7,?,8%,-46%[inhibitor]
O=C(OCc1cn([C@@H]2CN(CC3CCCCC3)[C@@H](c3ccc(Cl)cc3)C[C@H]2O)nn1)c1ccccc1,21%,0,-5%,7%,-20%,-0.8,-10%,-5%,-9%
Cc1ccc(CS(=O)Cc2ccc(C(=O)NCc3ccccc3)o2)cc1 (stereo not given),-25%,-1,-7%,0%,3%,-2.7,-14%,9%,i
COC(=O)N1c2ccccc2C=Cc2ccccc21,?,7,-11%,-28%,-6%,1.0,-6%,-1%,i
O=C(CSc1nnc(-c2ccccc2)n1-c1ccc(Cl)cc1)N/N=C/c1ccccc1C(=O)O,-24%,-8,-23%,0%,-2%,-0.4,-1%,0%,-5%
CC(C)(C)C(=O)NC(=S)Nc1ccccc1C(=O)Nc1ccccc1,-5%,nt,-6%,-26%,1%,-0.9,-7%,-1%,i
C=C1C2(C(=O)Nc3nccs3)CCC(C2)C1(C)C (stereo not given),?,-16,-6%,11%,8%,0.6,1%,-11%,-27%
O=S(=O)(c1ccsc1)N1CC=C(c2ccccc2)CC1,-8%,22,-7%,0%,8%,1.0,-11%,17%,-41%[inhibitor]
CC(CN1C(C)CCCC1C)OC(=O)c1ccc(F)cc1 (stereo not given),-19%,0,9%,9%,6%,-2.6,?,1%,-30%

# Among those listed so far, these contain a nitro group on carbon.
SMILES,GLP1R inv ag,PI5P4K alpha inh,PLK1 PBD block,HEK293 tox,EPAC1 agonist,IL2 activator,EPAC1 antagonist,GLP1R ag,PTHR1 agonist
CCOC(=O)C1CCC(CN(Cc2ccccc2)S(=O)(=O)c2ccc([N+](=O)[O-])cc2)CC1 (stereo not given),?,2,-1%,-2%,5%,-0.8,-4%,-3%,-3%
CC(=O)Nc1ccc(Oc2cc(N)cc([N+](=O)[O-])c2)cc1,0%,3,2%,-27%,-1%,1.9,0%,-5%,-19%
CC1CC(C)CN(C(=O)COC(=O)c2cccc([N+](=O)[O-])c2)C1 (stereo not given),-2%,-1,6%,-16%,-14%,-2.2,-3%,-4%,-23%

# Next compounds follow:
SMILES,GLP1R inv ag,PI5P4K alpha inh,PLK1 PBD block,HEK293 tox,EPAC1 agonist,IL2 activator,EPAC1 antagonist,GLP1R ag,PTHR1 agonist
CCOc1ccc(S(=O)(=O)N2CCC(C(=O)Nc3cc(S(C)(=O)=O)ccc3Cl)CC2)cc1,-9%,-8,-3%,7%,1%,0.8,-5%,0%,-21%
COc1ccc(C(=O)Nc2ccnn2C2CCN(Cc3cnn(C)c3)CC2)cc1,3%,-2,27µM*,-18%,7%,-0.5,-21%,-7%,25%
O=C(OCc1ccccc1)N1CCC2CC1c1c(-c3ccc(C(F)(F)F)cc3)cccc12 (stereo not given),7%,2,1%,1%,-1%,0.5,13%,-1%,-21%
Cc1ccc(S(=O)(=O)Oc2ccc(/C=C3/N=C(c4ccccc4)OC3=O)cc2)cc1,17%,-5,-16%,11%,-6%,-2.1,8%,-4%,-9%
COc1ccc(S(=O)(=O)N2CCC(C(=O)NCCC(=O)NCc3cccc(OC)c3)CC2)cc1,3%,4,-4%,-11%,7%,-2.7,17%,1%,i
COc1ccc(NC(=O)c2cnc3ccccn3c2=O)c(OC)c1,35%[activator],-6,-3%,2%,-10%,-0.4,-19%,-1%,-30%
Cc1sc2nc(C)n(/N=C/N(C)C)c(=O)c2c1C,12%,0,-13%,2%,8%,0.1,1%,5%,3%
CN(CCOc1ccccc1)C(=O)c1cc([N+](=O)[O-])ccc1N1CCOCC1,-18%,-6,-7%,?,0%,-2.9,4%,-2%,-28%
Cc1ccc(NS(=O)(=O)c2cn(C)c(C)n2)c(Br)c1,-29%,nt,nt,-3%,nt,nt,nt,2%,-1%
CC1=NN(c2ccc(Cl)cc2)C(=O)C1,-8%,-1,2%,2%,10%,-2.8,?,10%,?
O=C(Cn1cccn1)N1CCCC(N2CCN(Cc3ccc4c(c3)OCO4)CC2)C1 (stereo not given),2%,4,-14%,-6%,9%,0.3,2%,3%,i
N/C(COc1ccc(Cl)cc1Cl)=N\O,5%,1,-5%,-5%,0%,-0.8,0%,12%,i
C/C(=C\c1ccccc1)CN1CCN(c2ccccc2F)CC1,?,nt,3%,2%,4%,12,4%,2%,0%[57.5 µM]
Cc1cccc(OCCNC(=O)CCNS(=O)(=O)c2ccc3ccccc3c2)c1,-24%,0,-1%,-10%,4%,-3.0,5%,-2%,-21%
Cc1ccc(N2CC(NS(=O)(=O)c3cccnc3)CC2=O)cc1C (stereo not given),7%,2,2%,-14%,-10%,-2.6,-4%,21%,i
Cc1ccc(S(=O)(=O)NC2=NCN(Cc3cccnc3)CN2)cc1,24%,nt,-8%,0%,9%,-2.8,0%,12%,i
CCOc1ccc(N2CC(C(=O)NCCN3C(=O)S/C(=C\c4cccnc4)C3=O)CC2=O)cc1 (stereo not given),10%,-8,-18%,-12%,9%,-0.5,?,3%,-2%
COc1ccc(C2c3[nH]c4ccccc4c3C[C@H]3C(=O)N(CCCO)CC(=O)N23)cc1OC (stereo not given in full),-6%,11,-1%,-3%,-13%,2.3,-6%,3%,i
Cc1ccc(N=C2NC(=O)/C(=C/c3cccn3C)S2)cc1C,-17%,-10,-7%,?,-18%,3.9,-1%,-1%,i
Cc1ccccc1Cn1c(C)c(C(=O)NCc2ccc(Cl)c(Cl)c2)sc1=O,-17%,19,2%,-12%,-1%,1.7,-2%,7%,i
CCCOc1cc(C)c(S(=O)(=O)N2CCN(C)CC2)cc1C,?,-1,-9%,-12%,2%,-0.2,2%,2%,0%[57.5 µM]

# Given with each value named: four of the compounds above
N/C(COc1ccc(Cl)cc1Cl)=N\O
  GLP1R inv ag = 5%
  PI5P4K alpha inh = 1
  PLK1 PBD block = -5%
  HEK293 tox = -5%
  EPAC1 agonist = 0%
  IL2 activator = -0.8
  EPAC1 antagonist = 0%
  GLP1R ag = 12%
  PTHR1 agonist = i

COc1ccc(C2c3[nH]c4ccccc4c3C[C@H]3C(=O)N(CCCO)CC(=O)N23)cc1OC (stereo not given in full)
  GLP1R inv ag = -6%
  PI5P4K alpha inh = 11
  PLK1 PBD block = -1%
  HEK293 tox = -3%
  EPAC1 agonist = -13%
  IL2 activator = 2.3
  EPAC1 antagonist = -6%
  GLP1R ag = 3%
  PTHR1 agonist = i

C/C(=C\c1ccccc1)CN1CCN(c2ccccc2F)CC1
  GLP1R inv ag = ?
  PI5P4K alpha inh = nt
  PLK1 PBD block = 3%
  HEK293 tox = 2%
  EPAC1 agonist = 4%
  IL2 activator = 12
  EPAC1 antagonist = 4%
  GLP1R ag = 2%
  PTHR1 agonist = 0%[57.5 µM]

COc1ccc(S(=O)(=O)N2CCC(C(=O)NCCC(=O)NCc3cccc(OC)c3)CC2)cc1
  GLP1R inv ag = 3%
  PI5P4K alpha inh = 4
  PLK1 PBD block = -4%
  HEK293 tox = -11%
  EPAC1 agonist = 7%
  IL2 activator = -2.7
  EPAC1 antagonist = 17%
  GLP1R ag = 1%
  PTHR1 agonist = i

# Screening data as filed in PubChem.
